OX1R antag: human HCRTR1 antagonism; O43613; CHO/OX1R cells, Fluo-8 calcium fluorescence, orexin A; inhibition, % at 5 µM; 330,000 tested, 0.43% active;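 active = inhibition above its plate's threshold, mean inhibition of all tested compounds on the plate plus 3 SD, cut at about 37% in these data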;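 note: 0% = orexin A challenge wells and 100% = SB-334867-A antagonist wells; not every result past the cut was called active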
Target sequence (O43613 whole entry, looked up): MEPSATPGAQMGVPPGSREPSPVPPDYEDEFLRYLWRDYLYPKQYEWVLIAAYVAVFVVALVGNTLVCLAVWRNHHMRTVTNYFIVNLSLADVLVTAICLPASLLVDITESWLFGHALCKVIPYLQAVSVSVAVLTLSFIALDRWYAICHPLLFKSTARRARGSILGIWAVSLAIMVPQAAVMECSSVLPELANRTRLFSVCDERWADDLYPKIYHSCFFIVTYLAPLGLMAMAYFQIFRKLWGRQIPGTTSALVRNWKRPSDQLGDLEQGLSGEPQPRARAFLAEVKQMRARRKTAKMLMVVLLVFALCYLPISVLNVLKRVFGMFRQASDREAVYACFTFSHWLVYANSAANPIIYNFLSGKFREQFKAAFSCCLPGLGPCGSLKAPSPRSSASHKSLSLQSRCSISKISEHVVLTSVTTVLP
CHT PAM: allosterically activates the human high affinity choline transporter; B-score at 10 µM; Q9GZV3; AID 488977; CHT-expressing cells, membrane potential dye, choline EC20; hits give high values; LV-AA mutant CHT in HEK293 cells; 310,000 tested, 0.49% active;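 active = initial fluorescence not abnormally high and integrated response B-score, plate-corrected, over 3 SD above library mean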
Target sequence (Q9GZV3 whole entry, looked up): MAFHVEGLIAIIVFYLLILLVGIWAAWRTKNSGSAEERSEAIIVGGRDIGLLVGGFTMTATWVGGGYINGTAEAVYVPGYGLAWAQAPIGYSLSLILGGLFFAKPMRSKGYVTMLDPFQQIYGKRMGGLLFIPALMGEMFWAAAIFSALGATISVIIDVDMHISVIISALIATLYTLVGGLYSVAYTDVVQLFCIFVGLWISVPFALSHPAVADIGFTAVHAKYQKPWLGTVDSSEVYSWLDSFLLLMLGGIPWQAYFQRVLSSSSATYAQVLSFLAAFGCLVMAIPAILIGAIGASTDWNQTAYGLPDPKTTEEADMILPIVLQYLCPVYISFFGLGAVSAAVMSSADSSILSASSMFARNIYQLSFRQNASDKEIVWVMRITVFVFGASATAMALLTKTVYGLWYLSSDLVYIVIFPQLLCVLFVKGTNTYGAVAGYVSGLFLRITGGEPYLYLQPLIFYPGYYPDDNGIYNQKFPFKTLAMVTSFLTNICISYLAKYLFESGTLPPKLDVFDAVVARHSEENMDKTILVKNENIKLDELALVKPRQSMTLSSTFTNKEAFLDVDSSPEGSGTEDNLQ
The depositor's hits bear a star; i = inactive; · = no result given.

mol	OX1R antag	CHT PAM
CC(C)NC(=O)N(C)C[C@H]1Oc2c(NC(=O)Nc3ccc(C(F)(F)F)cc3)cccc2C(=O)N([C@H](C)CO)C[C@@H]1C	-14	·
Cc1ccc(C(=O)NCCCNC(=O)c2ccc(C)nc2)cc1	-26	i
COc1ccc(CNC(=O)COc2ccc(S(=O)(=O)NC(C)C)cc2)cc1	-19	i
Cn1ncc([N+](=O)[O-])c1C(=O)Nc1ccc(Cl)cc1	-5	i
O=C(COc1ccc(Br)cc1)Nc1ccc(CN2CCOCC2)cc1	-7	i
N=c1n(Cc2ccccc2)c2ccccc2n1CC(O)COc1ccccc1 (stereo not drawn)	-3	i
CCN(CC(=O)NCc1ccc(F)cc1)c1ccc(S(C)(=O)=O)cc1[N+](=O)[O-]	0	i
CN(C(=O)COC(=O)c1ccc2c(=O)n3c(nc2c1)CCC3)C1CCS(=O)(=O)C1 (stereo not drawn)	7	i
Cc1nc(-c2noc(-c3ccc(Cl)cc3)n2)c(C(F)(F)F)o1	-10	i
C#CCOc1ccc(OC)cc1C(c1c(C)[nH][nH]c1=O)c1c(C)[nH][nH]c1=O	·	i
COc1ccc2cc3c(N)nn(C(=O)c4ccc(Cl)c([N+](=O)[O-])c4)c3nc2c1	-62	i
O=C(CSc1nnc(NC(=O)c2c(F)cccc2F)s1)NCc1ccccc1	-4	i
COCc1cc(C)nc(SCc2ccc([N+](=O)[O-])cc2)c1C#N	-17	i
COc1cccc(COCCN2CCN(S(=O)(=O)c3ccc(C)cc3)CCC2=O)c1	-31	i
O=C(CSc1c2c(nc3ccc(Cl)cc13)CCCC2)NCCCN1CCOCC1	-17	i

Among those listed so far, four contain a nitro group on carbon:
mol	OX1R antag	CHT PAM
Cn1ncc([N+](=O)[O-])c1C(=O)Nc1ccc(Cl)cc1	-5	i
CCN(CC(=O)NCc1ccc(F)cc1)c1ccc(S(C)(=O)=O)cc1[N+](=O)[O-]	0	i
COc1ccc2cc3c(N)nn(C(=O)c4ccc(Cl)c([N+](=O)[O-])c4)c3nc2c1	-62	i
COCc1cc(C)nc(SCc2ccc([N+](=O)[O-])cc2)c1C#N	-17	i

(continued)
mol	OX1R antag	CHT PAM
CC1(C)C2CCC(C2)C1(C)NC(=O)CNCC1CCCCC1 (stereo not drawn)	-20	i
Cc1ccc(-c2cc(C)nc3nc(N)nn23)cc1	-7	i
Cc1cccc(C)c1NC(=O)c1cc(S(=O)(=O)N2CCOCC2)cn1C	-25	i
CC(=O)c1ccc(NC(=O)CCn2c(=O)oc3ccccc32)cc1	-6	i
CN(C)S(=O)(=O)c1cccc(C(=O)Nc2ccc3c(c2)CCC3)c1	-20	i
CC(=O)Nc1ccc(/C=C(\C#N)C(=O)NCc2ccccc2)cc1	6	i
CCc1ccc(OCC(=O)NC(C)(C)C)cc1	-8	i
CC(C(=O)Nc1ccccc1)N(c1cccc(Cl)c1)S(C)(=O)=O (stereo not drawn)	-21	i
C#CCn1c(=NC(=O)CSC(C)=O)sc2cc(F)ccc21	-4	i
NC(=O)C1CCN(CC(=O)c2c[nH]c3ccc(F)cc23)CC1	-13	i
N#C/C(=C/c1cn[nH]c1-c1cccc(Br)c1)C(=O)O	-11	i
Cc1nnc(SCC(=O)NC2CC2)n1CC1CCCO1 (stereo not drawn)	-3	i
CC(=O)C1=C(O)C(=O)N(c2ccc(O)cc2)C1c1ccccc1F (stereo not drawn)	4	i
Cc1ccc(-c2nnn(CC(=O)N3CCC(C)CC3)n2)o1	-15	i
CC(=O)Nc1c2c(nn1-c1cccc(Cl)c1)CS(=O)C2 (stereo not drawn)	-23	i

Additional results.
mol	OX1R antag	CHT PAM
Cc1ccc(N2CC3=C(C2=O)C(c2ccccc2)NC(=O)N3C)cc1 (stereo not drawn)	6	i
O=C(Nc1cc(S(=O)(=O)N2CCCCC2)ccc1O)c1ccccc1NS(=O)(=O)c1ccc(F)cc1	5	i
CC(NS(=O)(=O)c1ccccc1)C(=O)NCCc1ccccn1 (stereo not drawn)	-9	i
CNC(=O)c1[nH]cnc1C(=O)Nc1cccc(C)c1	-6	·
Cc1cccc(NC(=O)c2sc(Cl)nc2-c2ccccc2)c1	-37	i
O=C(Cn1cnnn1)Nc1cccc([N+](=O)[O-])c1	0	i
Cc1cc2nsnc2c(S(=O)(=O)NCC(=O)O)c1C	5	i
NC(=O)CC(NC(=O)Cc1cccc2ccccc12)c1ccc(NCc2cc(F)ccc2F)c([N+](=O)[O-])c1 (stereo not drawn)	-25	i
COc1ccc(S(=O)(=O)N2CCN(C(=O)CN3C(=O)NC4(CCCC4)C3=O)CC2)cc1	0	i
CCCCNC(=O)N(CC)c1c(N)n(Cc2ccccc2)c(=O)[nH]c1=O	-13	i
Cc1cccc(C)c1NC(=S)N1CCCN(Cc2ccc(F)cc2)C1	-11	i
COc1ccc(C(=O)OCC[N+]2(C)CCCCC2)cc1	-16	i
O=C(Nc1n[nH]c(C(F)(F)F)n1)c1cccs1	-2	i
C=CCN1C(=O)C(Cc2ccccc2Cl)SC1=Nc1ccc(C(=O)O)cc1 (stereo not drawn)	-1	i
CCCCNc1nc2ccccc2n1CC(=O)Nc1c(C)cccc1CC	-30	i

More compounds
structure | OX1R antag | CHT PAM
Cc1ccccc1OCCn1c(=S)[nH]c2c(N)ncnc21 | -17 | i
Cc1ccc(NC(=O)N2CCC(NC(=O)c3ccccc3C)CC2)cc1 | -1 | i
CCn1c(C)c(C)c2cc(C(=O)NCCCN3CCCCC3C)ccc21 (stereo not drawn) | -24 | i
O=C(O)c1cccc(S(=O)(=O)N2CCCC(c3nc4c(nnn4Cc4ccc(F)cc4)c(=O)[nH]3)C2)c1 (stereo not drawn) | -16 | i
CCOC(=O)c1sc(NC(=S)NC(=O)c2ccccc2)c(C(=O)OCC)c1C | -8 | i
Cc1nc(Nc2ccc(Cl)c(Cl)c2)sc1C(=O)Nc1ccccc1 | -16 | i
O=C1c2ccccc2C(=O)N1CCCn1ccnc1 | -8 | i
Cc1cc(C)c2c(-c3ccc(F)cc3)c(C#N)c(=O)n(C)c2n1 | -13 | i
Cc1[nH]c2ccccc2c1/C=C/c1nc2ccccc2c(=O)n1CCO | -10 | i
S=c1[nH]nc(C2CCCCC2)n1Cc1ccccc1 | -24 | i
Cc1ccc(CNC(=O)CN2C(=O)c3ccccc3S2(=O)=O)cc1 | 5 | i
COc1cc(OC)c(N(C)S(=O)(=O)c2cccc(C(=O)OCC(=O)c3c[nH]c4ccccc34)c2)cc1Cl | -7 | i
CCN(CC(=O)Nc1ccc(NC(C)=O)cc1)C(=O)CCN1C(=O)c2cccc([N+](=O)[O-])c2C1=O | 1 | i
COc1ccc2c(c1)oc(=O)c1cc(OC)ccc12 | 4 | i
Cc1c(OC(C(=O)O)c2ccccc2)ccc2c1oc(=O)c1ccccc12 (stereo not drawn) | -9 | i
COCCNC(=O)CN1C(=O)COc2ccc(S(=O)(=O)N3CC(C)CC(C)C3)cc21 (stereo not drawn) | -31 | i
O=C(Nc1nc(-c2ccccc2)cs1)c1ccco1 | -33 | i
NNC(=O)c1cc(-c2ccc(N)cc2)nc2ccc(Br)cc12 | -40 | i
O=C(c1ccco1)N1CCN(S(=O)(=O)c2ccc(S(=O)(=O)NC3CCCCC3)cc2)CC1 | -21 | i
O=c1nccc(NCc2ccco2)[nH]1 | -7 | i
C/[N+]([O-])=C\C1C(=O)CC(C)(C)CC1=O | -34 | i
COc1ccc(CCN2CCCC(CN(C)C(=O)c3cc(C)oc3C)C2)cc1 (stereo not drawn) | -28 | i
Cc1[nH]c2ccccc2c1C(=O)COC(=O)c1ccc[n+]([O-])c1 | 8 | i
O=C1CC(c2ccc(O)cc2)Oc2ccccc21 (stereo not drawn) | 5 | ·
Cc1ccc(/C=C/C(=O)NCCc2ccccc2)o1 | -21 | i

Further entries follow.
structure | OX1R antag | CHT PAM
COC(=O)c1ccc(OCC(=O)Nc2ccccc2C(=O)NC2CC2)cc1 | 2 | ·
CC(C)(C=O)Cc1cc(C(C)(C)C)c(O)c(C(C)(C)C)c1 | -3 | i
Cc1ccc(-n2c(SCC(=O)Nc3cc(C)on3)nc3ccccc3c2=O)cc1 | -21 | i
CN(Cc1ccccc1)C(=C(Cl)Cl)/C(=C1/NCCN1C)[N+](=O)[O-] | 2 | i
COCCNC(=S)NC1CC2CCC(C1)N2Cc1ccccc1 (stereo not drawn) | -3 | i
CCc1cc2c(SCC(=O)c3ccccc3)ncnc2s1 | 1 | i
O=C(Nc1ccccc1)NC1(C(=O)N2CCN(c3ncccn3)CC2)CCCCC1 | 1 | i
COc1ccc(C(=O)CSc2nc3[nH]ncc3c(=O)[nH]2)cc1 | -6 | i
C#Cc1cccc(NC(=O)C2CCN(C(C)=O)CC2)c1 | -19 | i
O=C(c1ccc(S(=O)(=O)Cc2ccccc2Cl)c([N+](=O)[O-])c1)N1CCOCC1 | -35 | i
CCOc1ccc(NCc2ccccc2OCc2cccc(F)c2)cc1 | -14 | i
CSc1ccc(/C=C(/NC(=O)c2ccco2)C(=O)NCc2ccco2)cc1 | · | i
c1ccc(CCn2nnnc2CN2CCc3ccccc32)cc1 | -12 | i
COC(=O)c1ccccc1NC(=S)N1CCN(c2ccc(OC)cc2)CC1 | -14 | i
Cc1nccnc1Sc1ccccc1 | 8 | i
COc1ccc(CCNC(=O)CCn2c(=O)oc3ccccc32)cc1 | -8 | i
CC1CCN(Cc2c(C(=O)N/N=C/c3ccccc3O)nnn2-c2nonc2N)CC1 | -2 | i
Cc1cc2nc(CS)[nH]c2cc1C | -15 | i
O=C(NC1CCCCC1)c1cc(N2C(=O)CCC2=O)ccc1Cl | 3 | i
CCOc1ccc(NC(=O)Cn2nnc(C(=O)NCc3ccc4c(c3)OCO4)c2N)cc1 | -9 | i
N#CC1=C(N)OC2=C(CC/C2=C\c2ccc(F)cc2)C1c1ccc(F)cc1 (stereo not drawn) | -12 | i
CCC(=O)Oc1ccc(-c2cnc3ccccc3n2)cc1 | -1 | i
COCCSc1nnc(NS(=O)(=O)Cc2ccccc2)s1 | 4 | i
COc1ccc(-c2csc3nc(-c4ccccc4F)oc(=O)c23)cc1OC | 15 | i
O=C(CN1C(=O)c2ccccc2C1=O)N1CCCCC1 | -14 | i

(list continues)
structure | OX1R antag | CHT PAM
CCCOc1ccc(C2C(C(=O)c3cc4ccccc4o3)=C(O)C(=O)N2c2cc(C)on2)cc1 (stereo not drawn) | -18 | i
CCOc1cc(N2CCOCC2)c(OCC)cc1NC(=O)COC(=O)c1cc2ccccc2cc1O | -29 | 7.5*
COCCCn1c(SCC(=O)Nc2nnc(C)s2)nnc1-c1ccoc1C | -4 | i
COc1ccc(CNC(=O)c2ccc(Br)s2)cc1OC | -17 | i
COc1cc(NC(=O)COC(=O)CC2CC3CCC2C3)cc(OC)c1 (stereo not drawn) | -15 | ·
O=C(Cc1cccc2ccccc12)Nc1ccc(O)cc1C(=O)O | -11 | i
CC1(C)CC(=O)C2=C(C1)OC(N)=C(C#N)C2c1cc2c(cc1[N+](=O)[O-])OCO2 (stereo not drawn) | -9 | i
CC(=O)Nc1cc2c(cc1NC(=O)Cn1nc(-c3ccccc3F)ccc1=O)OCCO2 | -19 | i
COc1ccc2cc(C)c3nnc(SCc4cccnc4)n3c2c1 | -28 | i
CCN1C(=O)c2cccc3c(S(=O)(=O)N(C(=O)c4ccncc4)c4ccc(OC)cc4)ccc1c23 | 1 | i
CCN1CCC2(CC1)C(C#N)=C(N)Oc1c2sc2nc(C)cc(C)c12 | -2 | 6.7*
CN(CCOc1ccc(Br)cc1)C(=O)CNC(=O)c1ccc2ccccc2c1 | -41 | i
COc1ccc(N2CC(C(=O)N[C@@H](C)C(=O)NC(C)c3ccccc3)CC2=O)cc1 (stereo partly drawn) | -13 | i
Cc1c(C)c2ccc(OCC(=O)N3CCC[C@@H]3C(=O)O)c(C)c2oc1=O | 3 | i
CC(=O)Nc1cccc(OCCCNC(=O)c2ccc(F)cc2)c1 | -18 | i
NC(=O)C1(N2CCCCC2)CCN(S(=O)(=O)c2ccccc2)CC1 | -11 | i
COc1ccc(N2CC(C(=O)Nc3ccncc3)CC2=O)cc1 (stereo not drawn) | -17 | i
CCN1CCN(C(=O)c2cc3c(=O)n(C)c4ccccc4c3n2C)CC1 | -15 | i
CS(=O)(=O)c1ccc(C(=O)OCC(=O)c2ccc(Cl)s2)cc1 | 0 | i
O=C(CN1C(=O)C(=O)N(C2CCCC2)C1=O)Nc1cc(Cl)ccc1[N+](=O)[O-] | -15 | ·
CCOC(=O)C1=C(C)N(C)C(C)=C(C(=O)OCC)C1c1ccccc1 | -45 | i
O=C(CN1CCCC1)NC1C2CC3CC(C2)CC1C3 (stereo not drawn) | -11 | i
CC(=O)Nc1sc(C)c(C)c1C(=O)OCC(=O)NCc1ccc(F)cc1 | -9 | ·

Some values from the list:
Result of `CC(=O)Nc1c2c(nn1-c1cccc(Cl)c1)CS(=O)C2` (stereo not drawn) under OX1R antag: -23
Result of `COc1ccc2cc(C)c3nnc(SCc4cccnc4)n3c2c1` under OX1R antag: -28
Result of `Cc1ccc(N2CC3=C(C2=O)C(c2ccccc2)NC(=O)N3C)cc1` (stereo not drawn) under OX1R antag: 6
Result of `COc1cccc(COCCN2CCN(S(=O)(=O)c3ccc(C)cc3)CCC2=O)c1` under OX1R antag: -31
Result of `Cc1ccc(-c2cc(C)nc3nc(N)nn23)cc1` under OX1R antag: -7
Result of `S=c1[nH]nc(C2CCCCC2)n1Cc1ccccc1` under OX1R antag: -24
Result of `Cc1ccc(CNC(=O)CN2C(=O)c3ccccc3S2(=O)=O)cc1` under OX1R antag: 5

Whole records, looked up by structure.
`COc1ccc(CNC(=O)c2ccc(Br)s2)cc1OC` as listed: OX1R antag: -17; CHT PAM: i
`Cc1c(C)c2ccc(OCC(=O)N3CCC[C@@H]3C(=O)O)c(C)c2oc1=O` as listed: OX1R antag: 3; CHT PAM: i

High-throughput results from PubChem BioAssay.
